Assay outcomes as filed in PubChem BioAssay.
D1 ag: agonists of human D1 dopamine receptor. activation, % at 2 µM. HEK293 T-REx D1 cells, calcium flux, agonist mode. hit rate 1% among 360,000; also: 0% is about no effect
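Inducible HEK293 T-REx D1 cells, force-coupled to calcium signalling, were plated at 4000 cells/well with tetracycline and held overnight at 30 C. After no-wash calcium dye loading, compound-evoked calcium rise over 180 s flagged agonists.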
TRHR enhancer: allosteric enhancers of human TRH receptor; P34981; TRHR cells, fluo-8 calcium fluorescence, EC20 TRH enhancement; enhancement, % at 2 µM; hit rate 0.66% among 360,000; AID 493056; in the data active = enhancement above about 30%; also: 0% is about no effect
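Enhancer read-out: after compound pinning and an initial kinetic agonist-mode read, an EC20 of TRH (10 nM final) was injected and fluo-8 calcium signal (Ex 480/Em 530) followed at 1 s/cycle for 100 cycles in TRHR-expressing cells.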
RXFP1 antag: antagonists of human relaxin receptor RXFP1 | AID 1259400 | Q9HBX9 | HEK293-RXFP1, relaxin-stimulated cAMP HTRF, 30 min; active compounds read low | activity change, negative = inhibition, % at 57.5 µM | hit rate 0.59% among 350,000;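 active = activity change of -60% or lower, but not beyond a set lower limit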; also: % is scaled to controls: 0 for no effect and ±100 for the full control effect
Target sequence (Q9HBX9 whole entry, looked up): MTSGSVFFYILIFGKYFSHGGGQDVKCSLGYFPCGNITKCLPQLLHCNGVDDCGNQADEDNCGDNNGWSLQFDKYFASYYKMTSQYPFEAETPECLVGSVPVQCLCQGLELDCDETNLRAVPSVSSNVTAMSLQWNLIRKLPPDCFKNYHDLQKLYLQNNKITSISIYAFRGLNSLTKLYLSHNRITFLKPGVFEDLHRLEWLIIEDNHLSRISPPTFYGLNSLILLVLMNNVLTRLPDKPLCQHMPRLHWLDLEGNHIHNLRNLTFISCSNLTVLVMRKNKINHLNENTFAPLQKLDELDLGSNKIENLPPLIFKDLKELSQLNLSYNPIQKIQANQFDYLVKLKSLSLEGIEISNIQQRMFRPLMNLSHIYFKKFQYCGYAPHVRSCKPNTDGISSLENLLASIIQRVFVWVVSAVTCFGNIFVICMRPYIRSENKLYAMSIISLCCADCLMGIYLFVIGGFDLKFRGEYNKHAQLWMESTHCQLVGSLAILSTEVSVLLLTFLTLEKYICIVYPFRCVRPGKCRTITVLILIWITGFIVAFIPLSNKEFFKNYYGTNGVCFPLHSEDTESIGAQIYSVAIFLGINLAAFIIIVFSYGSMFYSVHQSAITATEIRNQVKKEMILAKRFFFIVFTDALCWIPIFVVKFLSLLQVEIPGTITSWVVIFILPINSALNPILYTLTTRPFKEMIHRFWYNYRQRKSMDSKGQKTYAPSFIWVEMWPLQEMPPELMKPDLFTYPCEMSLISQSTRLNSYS
D2 agonist: activates the human D2 dopamine receptor; P14416; activation, % at 2 µM; hit rate 0.53% among 340,000; HEK293 T-REx D2 cells, calcium flux agonist mode;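 active = activation over 3 SD above normal in the single-dose calcium agonist read, cut at about 30% in these data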; also: 0% is about no effect
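Tetracycline-induced HEK293 Trex cells with D2 receptor force-coupled to calcium signaling, plated overnight at 30 C and loaded with no-wash calcium dye. Calcium flux read kinetically for 180 s after compound addition; responses flag agonists.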
TRHR agonist: agonists of human TRH receptor | P34981 | TRHR cells, calcium flux fluo-8, FDSS agonist mode | activation, % at 2 µM | hit rate 0.18% among 360,000 | AID 493084; also: 0% is about no effect
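Agonist-mode FDSS calcium read (Ex 480/Em 530, 1 s cycles) in 1536-well TRHR cells with fluo-8 dye, after 10-cycle baseline and 23 nL compound addition; TRH at EC20 (10 nM final) added afterwards for the enhancer phase.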
D2 antag: antagonists of human D2 dopamine receptor. HEK293 TREx D2 cells, calcium flux, dopamine EC80. inhibition, % at 10 µM. hit rate 2% among 340,000; in the data active = inhibition above about 30%; also: 0% is about no effect
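Antagonism is scored as inhibition of an EC80 dopamine-evoked calcium signal in a force-coupled, tetracycline-inducible HEK293 T-REx D2 line, with compound present 180 s before agonist.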
D1 PAM: human D1 dopamine receptor positive modulation; P21728; HEK293 TREx D1 cells, calcium flux, dopamine EC20 potentiation; potentiation, % at 10 µM; hit rate 0.036% among 360,000; in the data active = potentiation above about 30%; also: 0% is about no effect
D2 potentiator: positively modulates the human D2 dopamine receptor allosterically; HEK293 T-REx D2, calcium flux, EC20 dopamine potentiation; P14416; AID 485347; potentiation, % at 10 µM; hit rate 0.34% among 340,000;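 active = potentiation over 3 SD above the plate norm, cut at about 30% in these data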; also: 0% is about no effect
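Cells plated with tetracycline inducer and held overnight at 30 C; calcium dye loaded 30–90 min at room temperature; baseline taken, compound added and read 180 s; EC20 dopamine then added and read 180 s.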
D1 antagonist: blocks dopamine activation of the human D1 receptor. AID 504652. hit rate 3.2% among 360,000. P21728. HEK293 TREx D1 cells, calcium flux, dopamine EC80; active compounds read low. activity change, negative = inhibition, % at 10 µM; in the data active = activity change below about -30%; also: % is scaled to controls: 0 for no effect and ±100 for the full control effect
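Tetracycline-induced HEK293 T-REx cells with force-coupled D1 receptor were loaded with a no-wash calcium dye. Compound was added after a 10 s baseline and read kinetically for 180 s; EC80 dopamine was then added and calcium flux followed another 180 s.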
An asterisk follows results filed as active; / = not tested or not shown; & = joins results of further samples; ! = not confirmed by another sample. Rule as the data show it, unless noted: active = activation above about 30%; inactive = the rest. An unsorted share of the library; overall some 7.3% were active at least once.

SMILES | D1 ag | TRHR enhancer | RXFP1 antag | D2 agonist | TRHR agonist | D2 antag | D1 PAM | D2 potentiator | D1 antagonist
CN1CCN(C(=O)CCc2nc3ccccc3c(=O)[nH]2)CC1 | 3 | -1 | -3 | -0.5 | 1.1 | -5 | -5 | -5 | -11
COc1ccc(-n2c(C)nn(CCOc3ccccc3)c2=O)cc1 | 0 | 5 | -3 | 0.8 | 0.4 | 1 | -3 | -8 | /
N=C1/C(=C\c2ccc(-c3cc(Cl)cc(Cl)c3)o2)C(=O)N=C2SC=C(c3ccccc3)N12 | 4 | -19 | / | -1.4 | -0.2 | 4 | 6 | -2 | 2
CCCn1nc(NS(C)(=O)=O)c2cc3cccc(C)c3nc21 | 2 | -1 | -3 | 0.0 | -0.2 | -7 | 2 | 7 | 4
COc1ccc(C2CC(c3ccc(F)cc3)Nc3nc(N)nn32)cc1 (stereo not drawn) | 1 | 2 | -2 | 4.4 | 0.9 | 3 | 0 | 3 | 5
O=C(O)c1ccc(C(=O)c2ccc3c(c2)C(=O)N(CCO)C3=O)cc1 | 1 | -5 | -3 | -0.6 | -0.5 | 2 | 1 | 1 | -7
Fc1ccc(/C=N/n2c(-c3cccs3)n[nH]c2=S)cc1 | 0 | -4 | -10 | / | -1.4 | / | -5 | / | -11
Cc1cc(C)c2c(N)c(C(=O)NCc3ccco3)sc2n1 | -2 | -3 | 20 | 0.7 | 0.0 | 23 | -6 | -11 | 40
CCN(CC)CC(C)CNC(=O)CN1C(=O)CSc2ccc(S(=O)(=O)N3CCOCC3)cc21 (stereo not drawn) | -3&3 | -2&0 | 3&0 | 54*! | -0.3&0.0 | -8 | 1&-3 | -11&-33 | 0&-5
Cc1cccc(S(=O)Cc2ccc(C(=O)NC3CCCCCC3)o2)c1 (stereo not drawn) | 0 | -12 | -1 | -1.1 | -0.2 | / | 0 | -2 | -1
O=C(COC(=O)/C=C/c1ccccc1)Nc1ccc(Cl)cn1 | -1 | -3 | -2 | -0.4 | 3.0 | 7 | 3 | 2 | 2
COc1ccc(-n2nnnc2SCC(=O)N2CCCC2)cc1OC | 4 | -4 | -3 | 0.2 | 0.0 | -4 | 4 | -2 | -4

Arranged by the number under RXFP1 antag (low to high): four from the list above
compound	D1 ag	TRHR enhancer	RXFP1 antag	TRHR agonist	D2 antag	D1 PAM	D2 potentiator	D1 antagonist
Fc1ccc(/C=N/n2c(-c3cccs3)n[nH]c2=S)cc1	0	-4	-10	-1.4	/	-5	/	-11
COc1ccc(-n2nnnc2SCC(=O)N2CCCC2)cc1OC	4	-4	-3	0.0	-4	4	-2	-4
COc1ccc(C2CC(c3ccc(F)cc3)Nc3nc(N)nn32)cc1 (stereo not drawn)	1	2	-2	0.9	3	0	3	5
Cc1cccc(S(=O)Cc2ccc(C(=O)NC3CCCCCC3)o2)c1 (stereo not drawn)	0	-12	-1	-0.2	/	0	-2	-1

2 compounds from above, limited to D1 antagonist and D1 PAM:
structure | D1 antagonist | D1 PAM
CCN(CC)CC(C)CNC(=O)CN1C(=O)CSc2ccc(S(=O)(=O)N3CCOCC3)cc21 (stereo not drawn) | 0&-5 | 1&-3
Cc1cccc(S(=O)Cc2ccc(C(=O)NC3CCCCCC3)o2)c1 (stereo not drawn) | -1 | 0

(more compounds)
SMILES | D1 ag | TRHR enhancer | RXFP1 antag | D2 agonist | TRHR agonist | D2 antag | D1 PAM | D2 potentiator | D1 antagonist
COC(=O)c1cc(C(=O)c2c(C)cc3ccccn23)cc([N+](=O)[O-])c1 | 4 | -7 | -2 | -0.2 | 0.3 | 9 | / | 4 | 13
Cc1ccc(C)c(-n2c(Cc3cc(=O)[nH]c(=O)[nH]3)nnc2SC(C)C)c1 | 2 | 4 | / | 1.0 | 0.7 | -2 | 4 | 4 | -1
Cc1ccc(S(=O)(=O)CCc2nnc(NC(=O)COc3cccc(C)c3)s2)cc1 | 3 | 1 | 7 | -0.8 | 0.2 | -7 | 1 | -15 | -13
COCCCNC(=O)C1CCN(Cc2cc3ccccc3n2Cc2ccccc2C)CC1 | 1 | 0 | -14 | -0.2 | 0.1 | / | -2 | 0 | 4
Cc1ccc(C(CC(=O)NCc2ccco2)c2ccccc2)c(O)c1 (stereo not drawn) | 0 | -1 | -21 | 0.9 | -1.0 | 3 | -3 | 7 | 19
CCS(=O)(=O)N1CCCC(C(=O)NCc2cccc(OC)c2)C1 (stereo not drawn) | 3 | 2 | -4 | 1.2 | 2.3 | -6 | -6 | / | 5
Oc1c(Cl)cc(Cl)cc1C1Nc2ccccc2-n2cccc21 (stereo not drawn) | 4 | 1 | -12 | 0.5 | -0.4 | 4 | -2 | -4 | 8
Cc1ccc(C(=O)NNC(=S)Nc2cccc(Cl)c2Cl)cc1[N+](=O)[O-] | 2 | -1 | 6 | -2.7 | -2.3 | 8 | -2 | -6 | -10
Cc1ccccc1-c1nn(-c2ccc(F)cc2F)cc1CNCCCN(C)C | 2 | 1 | -14 | 0.5 | 0.0 | -9 | 21 | -8 | -2
CCN(CCCn1c(=S)[nH]c2ncccc2c1=O)c1ccccc1 | 3 | 9 | 43 | -0.9 | 0.0 | -2 | 3 | 1 | 2
CCC(C(=O)OCC(=O)Nc1cccc(S(=O)(=O)NC2=NCCCCC2)c1)c1ccccc1 (stereo not drawn) | 17 | 21 | / | -2.3 | -2.4 | 14 | -7 | 5 | -21
Cc1nc2ccccc2c(=O)n1/N=C/c1ccc([N+](=O)[O-])o1 | 1 | 22 | / | 0.5 | -0.1 | 0 | -2 | -2 | 3
Cc1nn2c(-c3ccccc3)ccnc2c1Br | 1 | 5 | -8 | -1.6 | 0.2 | -6 | 1 | 5 | 25
COc1ccc(C(C)C)cc1S(=O)(=O)n1ccnc1C | 0 | -6 | 0 | -0.9 | -0.6 | -5 | -6 | -2 | -15
CC1(C)CC2CC(C)(CN2C(=O)c2ccc([N+](=O)[O-])cc2[N+](=O)[O-])C1 (stereo not drawn) | 0 | 6 | -7 | 1.3 | -0.2 | 3 | 3 | -2 | -2
Cn1c(=O)c2ncn(CC(=O)NCCOCc3ccccc3Cl)c2n(C)c1=O | 3 | 1 | 12 | -6.6 | 0.3 | -1 | 2 | 6 | 0
CC(=O)NC1(C(F)(F)F)C(=O)Nc2c1c(=O)[nH]c(=O)n2-c1ccccc1 (stereo not drawn) | 3 | 4 | -1 | 1.3 | 0.0 | 17 | -1 | -2 | -12
CCC(Oc1ccccc1)C(=O)N1CCN(Cc2cc(=O)n3nc(-c4cccc(C)c4)sc3n2)CC1 (stereo not drawn) | -1 | 3 | / | / | -0.7 | / | -2 | 15 | -9
CC(C)Oc1ccc(CNC(=O)C2CCN(C(=O)N3CCOc4ccc(Cl)cc43)CC2)cc1 | 3 | -9 | -30 | -0.2 | -0.2 | / | -2 | 7 | 6
CN(C)c1oc(-c2ccc(COc3ccccc3)o2)nc1C#N | 1 | -7 | -4 | -1.4 | 0.1 | / | -1 | 9 | 6
CN(C)CCNC(=O)c1c(CSc2ccccc2)noc1C(=O)NCc1ccccc1 | 4 | -4 | / | 0.2 | 0.3 | 1 | 1 | -17 | 8
O=C(Nc1cc(Cl)cc(Cl)c1)N1CCN(C(=O)C2CCCO2)CC1 (stereo not drawn) | 4 | 2 | -3 | -1.3 | 0.0 | -20 | -1 | -10 | 17
Cc1ccc2c(COC(=O)C34CC5CC(CC(C5)C3)C4)cc(=O)oc2c1 | 7 | -4 | 0 | -0.3 | 0.1 | 6 | -1 | 20 | -20
CC(C)c1cnc2c(c1SCC(=O)Nc1cccc([N+](=O)[O-])c1)c(=O)n(C)c(=O)n2C | -1 | -2 | -19 | -0.9 | -0.7 | / | 2 | -3 | 7
CCNC(=S)N/N=C/c1c(C)nn(-c2cccc(Cl)c2)c1Cl | 0 | -2 | -1 | -2.1 | -1.7 | 0 | -10 | -4 | 21
CC1=C(C(=O)OCC2CCCO2)C(c2ccc(C)o2)C2=C(CC(c3ccc(N(C)C)cc3)CC2=O)N1 (stereo not drawn) | 9 | 4 | / | -0.8 | -0.9 | 9 | -4 | 18 | 5
COc1ccc(NS(=O)(=O)c2cc(NC(=O)CNC(=O)c3cccc(OC)c3)ccc2C)cc1 | 5 | 1 | 3 | 0.6 | 0.3 | -20 | 14 | -18 | -10
Cc1cccc(C(=O)N2CCCCC2CCN2CCCCC2)c1 (stereo not drawn) | -1 | -5 | 2 | -0.9 | 0.1 | / | 0 | -21 | 8
CC12CCC(C(=O)N(CC(O)CN3CCCCCC3)C1=O)C2(C)C (stereo not drawn) | 2 | 9 | -6 | 0.7 | 0.5 | -8 | -7 | 16 | -4
CCN(CC)S(=O)(=O)c1ccc(Cl)c(C(=O)N2CCc3ccccc32)c1 | -2 | 0 | 3 | / | -0.6 | / | -2 | / | /
C[N+]1(CC(O)COCC2COc3ccccc3O2)CCOCC1 (stereo not drawn) | 2 | 0 | -1 | 0.6 | 0.3 | 5 | 5 | -1 | -3
COC(=O)[C@@]1(Cc2ccc(OC)cc2)[C@H]2c3cc(C(=O)N4CCCC4)n(CCSCCO)c3C[C@H]2CN1C(=O)c1ccccc1 | 7 | -1 | / | -1.2 | -0.6 | -1 | -2 | 8 | -18
CC(C)CC(C)N1CCC(n2nccc2NC(=O)CCc2ccccc2)CC1 (stereo not drawn) | 3 | 2 | 6 | 0.4 | 1.1 | -13 | 0 | -2 | -3
Cc1ccc(-n2ncc3c(NCc4ccccc4)ncnc32)cc1 | 1 | 16 | -31 | -0.8 | 13 | -3 | 1 | 8 | 3
O=C(Nc1ccc(F)cc1)C1CCN(c2ncnc3c2nc2n3CCCCC2)CC1 | 3 | -6 | -4 | -0.7 | 1.1 | 0 | 5 | -1 | -6
COc1ccc(NC(=O)CCCCCn2nnc3ccccc3c2=O)cc1OC | 1 | 0 | -7 | 1.0 | -0.2 | -4 | 2 | -5 | 2
Cc1cc(C)c2c(=O)n(CC(=O)N3CCC(Cc4ccccc4)CC3)sc2n1 | 5 | 0 | / | 3.7 | 0.2 | 1 | 5 | 21 | -7
O=C(Cc1cn2ccsc2n1)Nc1nc2c(s1)CN(Cc1ccccc1)CC2 | 3 | -4 | 7 | -1.6 | 1.0 | -7 | -7 | -11 | 7

Whole records as entered above.
Results for COc1ccc(-n2c(C)nn(CCOc3ccccc3)c2=O)cc1 → D1 ag: 0; TRHR enhancer: 5; RXFP1 antag: -3; D2 agonist: 0.8; TRHR agonist: 0.4; D2 antag: 1; D1 PAM: -3; D2 potentiator: -8; D1 antagonist: /
Results for Cc1ccc(C(CC(=O)NCc2ccco2)c2ccccc2)c(O)c1 (stereo not drawn) → D1 ag: 0; TRHR enhancer: -1; RXFP1 antag: -21; D2 agonist: 0.9; TRHR agonist: -1.0; D2 antag: 3; D1 PAM: -3; D2 potentiator: 7; D1 antagonist: 19
